# Screening data deposited in PubChem by National Center for Advancing Translational Sciences (NCATS).
# Akt phos inh = HTS Assay for Inhibitors of Akt Phophorylation: Primary Screen. 360,000 compounds, 0.32% hits. activity change, % for hits at 50 µM. AID 651550, 2012. Neuro2A IGF-stimulated pAkt S473 HTRF, 20 min; stronger effect = lower value; in the data active means activity change below about -80%; inconclusive means mostly about -51% to -80%; further: on the % scale 0 is the no-effect control and ±100 the full control effect
#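 Neuro2A cells (4,500/well, DMEM with 0.5% FBS) were treated with compound at a single 50 µM final concentration, stimulated with 6 nM IGF for 20 min at 37 °C, and lysed. Phospho-Akt Ser473 was read by HTRF as 665/615 ratio ×10^4.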
# Nrf2 activator = qHTS of Nrf2 Activators; AREc32 ARE-luciferase reporter (MCF7-derived line), luminescence, 24 h; Potency, µM (highest dose often 46.1 µM), without a hit: at the top dose activation, most hits filed as activators; 410,000 compounds, 0.31% hits; AID 624171, 2012; further: potency means the concentration at half of the fitted maximal effect; % of control where 0% means no effect; nearly all actives have a fitted effect of over 65% in size
#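 Luciferase luminescence (Steady-Glo, 30 min at room temperature) served as the read-out of ARE activation in AREc32 cells treated with compounds for 24 hr at 37 deg C.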
# Nrf2 block = Nrf2 qHTS screen for inhibitors | A549 ARE-Fluc reporter, luciferase luminescence, 18-24 h | Potency, µM (top dose mostly 46 µM), for inactives: at the top dose activity change, negative = inhibition, actives largely listed as inhibitors | 360,000 compounds, 2.1% hits | AID 504444, 2011; further: potency means the concentration at half of the fitted maximal effect; on the % scale 0 is the no-effect control and ±100 the full control effect; nearly all actives have a fitted effect of over 60% in size
#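 Nrf2 activity is the BugLite luminescence, read 15 min after reagent at room temperature, following CellTiter-Fluor cytotoxicity readout (30 min, 37C). Compound titrations were applied for 18-24 h to 5000 A549 ARE_Fluc cells/well in 5% FBS OPTI-MEM.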
# TGFb inhibitor = qHTS for Inhibitors of TGF-b; HepG2 CAGA-GFP TGF-b/SMAD3 reporter, GFP fluorescence, 18 h; TGF-beta stimulated, 500 pg/mL final; Potency, µM (top dose mostly 46.1 µM), without a hit: at the top dose activity, negative = inhibition, actives largely listed as inhibitors; 410,000 compounds, 1.2% hits; AID 588855, 2011; further: potency means the concentration at half of the fitted maximal effect; on the % scale 0 is the no-effect control and ±100 the full control effect; nearly all actives have a fitted effect of over 65% in size
#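 Inhibition was scored as loss of TGF-beta-induced (500 pg/mL final, 18 hours, 37 degrees C) GFP in HEPG2 cells carrying a CAGA-GFP reporter, in DMEM with 1% FBS. Well GFP was summed per cell; Activity was normalised to unstimulated and stimulated DMSO wells, then concentration-response fitting.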
# Mm-Cpn inhibitor = Inhibitors of TCP-1 ring complex (TRiC) of Methanococcus maripaludis (MmCpn): qHTS; Chaperonin Mm-Cpn (Methanococcus maripaludis); purified Mm-Cpn ATPase, ADP Transcreener TR-FRET; Potency, µM (top dose mostly 76.9 µM), inactives show at the top dose activity, negative = inhibition, most hits filed as inhibitors; 330,000 compounds, 0.031% hits; further: potency means the concentration at half of the fitted maximal effect; on the % scale 0 is the no-effect control and ±100 the full control effect; nearly all actives have a fitted effect of over 80% in size
#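 Reaction buffer contained 30 mM Tris pH 7.4, 100 mM KCl, 5 mM MgCl2 and 1 mM DTT. Mm-CPN (25 nM final) hydrolysed 10 uM ATP over 30 min at 37°C; ADP was read by HTRF.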
# CCT modulator = High-Throughput Screening for Modulators of Cytosolic Chaperonin Activity. purified chaperonin ATPase assay, HTRF ADP detection, 30 min. activity change, % (test concentration not listed), hits read low. 360,000 compounds, 0.3% hits. AID 651819, 2012; in the data active means activity change below about -30%; further: on the % scale 0 is the no-effect control and ±100 the full control effect
#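 TRiC (40 or 20 nM final, by batch activity) in 30 mM Tris pH 7.4, 100 mM KCl, 5 mM MgCl2, 1 mM DTT was treated with compound at 76 uM single dose, then 10 uM ATP, 30 min at 37 °C. ADP was read by HTRF Transcreener.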
# Abeta yeast res = qHTS for compounds that reverse cellular toxicity of Amyloid beta (A-beta) peptide in yeast: Primary Screen; 410,000 compounds, 0.063% hits; Potency, µM (series often up to 46.1 µM), for the others: top-dose growth rescue, usual class: activators; yeast expressing A-beta42, growth rescue, OD600, 48 h; response scale: 0% DMSO, 100% iron-clioquinol control; further: potency means the concentration at half of the fitted maximal effect; nearly all actives have a fitted effect of over 55% in size
#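 Yeast growth medium received pinned compounds, then yeast cells expressing toxic A-beta were added; plates incubated at 30 C for 48 hr. Growth read as absorbance at 600 nm, normalized to DMSO and equimolar FeCl3 plus clioquinol controls.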
# HepG2 viability = qHTS for Inhibitors of TGF-b: Cytotox Counterscreen. HepG2 CAGA-GFP viability, ATP luminescence, 18 h. Potency, µM (series often up to 46.1 µM), without a hit: top-dose activity change, negative = cytotoxicity, hits mostly cytotoxic. 410,000 compounds, 0.76% hits. AID 588856, 2011; further: potency means the concentration at half of the fitted maximal effect; some results filed as inactive show a strong effect at the top dose
#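 CellTiter-Glo luminescence gave cytotoxicity after 18 hours at 37 degrees C. The cells were HepG2 CAGA-GFP in 1% FBS DMEM, stimulated with 500 pg/mL TGF-beta after compound addition. %Activity was normalised to no-cell wells (complete cell-killing) and DMSO (no toxicity), and curves were fitted and classified.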
# A549 viability = Nrf2 qHTS screen for inhibitors: counterscreen for cytotoxicity | Potency, µM (titrated, usually from 46 µM), for the others: top-dose activity change, negative = cytotoxicity, hits mostly inhibitors | A549 ARE-Fluc cells, CellTiter-Fluor viability, 18-24 h | 390,000 compounds, 0.16% hits; further: potency means the concentration at half of the fitted maximal effect; on the % scale 0 is the no-effect control and ±100 the full control effect
#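 Cytotoxicity counterscreen: CellTiter-Fluor fluorescence was measured in A549 ARE_Fluc cells after 18-24 h of compound exposure in a concentration series. The subsequent BugLite luminescent read reports ARE-luciferase activity.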
# * marks the source's active call; other numbers are inactive results; i = inactive; ? = inconclusive; nt = not tested or not shown; [ ] = another dose, or the depositor's remark. Unless noted, the call rests on the fitted dose curve; in most records, active means well fitted curve in the direction sought with a large enough effect; inconclusive means small, poorly fitted or top-dose-only effect, or another doubt; inactive means no such curve, though single readings can be large; an effect the other way counts as inactive or inconclusive. Compounds as they come; any-hit rate near 4.3%.
1. Cc1cc(/C=C(\C#N)C(=O)NCc2ccccc2)c(C)[nH]1
2. COc1ccc(-c2noc(-c3ccc(NCC4CCCO4)c([N+](=O)[O-])c3)n2)cc1OC (centres undefined)
3. COc1ccc(CN2CCC3C=CCC(C(=O)O)C3C2=O)cc1OC (centres undefined)
4. Cc1cc(NC(=O)c2ccc(N3C(=O)C4C5C=CC(C5)C4C3=O)cc2)no1 (centres undefined)
5. Cc1cccc(CN2CCC(C(=O)Nc3cccc(-c4cscn4)c3)CC2)n1

entry no.	1	2	3	4	5
Akt phos inh	i	nt	nt	i	nt
Nrf2 activator	0.6%	-0.4%	nt	0.1%	-0.2%
Nrf2 block	nt	12%	7%	-5%	-14%
TGFb inhibitor	6%	-10%	-4%	-8%	?
Mm-Cpn inhibitor	nt	nt	nt	4%	-1%
CCT modulator	1.4	nt	nt	-4.4	-1.4
Abeta yeast res	10%	2%	nt	-4%	-19%
HepG2 viability	1%	-34%	-13%	-11%	-25%
A549 viability	nt	-5%	1%	1%	4%

# Next section; the last 4 above are carried over.
2. COc1ccc(-c2noc(-c3ccc(NCC4CCCO4)c([N+](=O)[O-])c3)n2)cc1OC (centres undefined)
3. COc1ccc(CN2CCC3C=CCC(C(=O)O)C3C2=O)cc1OC (centres undefined)
4. Cc1cc(NC(=O)c2ccc(N3C(=O)C4C5C=CC(C5)C4C3=O)cc2)no1 (centres undefined)
5. Cc1cccc(CN2CCC(C(=O)Nc3cccc(-c4cscn4)c3)CC2)n1
6. COc1ccc(-c2nnc(SCC(=O)NNC(=O)c3ccc(C)cc3)o2)cc1
7. O=C(Nc1cccc(S(=O)(=O)NC2=NCCCCC2)c1)c1cc(-c2ccccc2)nc2ccccc12
8. COc1ccccc1N1CCN(C(=O)C(C)N(c2ccc(C)c(C)c2)S(C)(=O)=O)CC1 (centres undefined)
9. O=C(Nc1cc2c(=O)n(-c3ccc(Oc4ccccc4)cc3)ccc2oc1=O)c1ccccc1
10. C[C@H]1CN([C@@H](C)CO)C(=O)CCCn2nncc2CO[C@@H]1CN(C)S(=O)(=O)c1ccc(-n2cccn2)cc1

entry no.	2	3	4	5	6	7	8	9	10
Akt phos inh	nt	nt	i	nt	i	i	i	i	i
Nrf2 activator	-0.4%	nt	0.1%	-0.2%	-0.4%	-0.2%	-0.4%	-0.8%	-1.2%
Nrf2 block	12%	7%	-5%	-14%	-9%	-15%	nt	?	nt
TGFb inhibitor	-10%	-4%	-8%	?	-16%	0%	-6%	-25%	1%
Mm-Cpn inhibitor	nt	nt	4%	-1%	0%	4%	1%	-4%	nt
CCT modulator	nt	nt	-4.4	-1.4	-2.6	-3.1	0.4	-7.3	0.6
Abeta yeast res	2%	nt	-4%	-19%	3%	-4%	1%[9.22 µM]	-11%	-6%
HepG2 viability	-34%	-13%	-11%	-25%	-7%	-32%	-14%	-11%	2%
A549 viability	-5%	1%	1%	4%	-3%	-13%	11%	-10%	nt

11. CC(C)(C)NC(=O)CON=C1c2ccccc2-c2ccccc21
12. Cn1c(NNC(=O)c2ccc(C(C)(C)C)cc2)cc(=O)n(C)c1=O
13. CCc1nnc(NC(=O)CCc2ccccc2OC)s1
14. Cc1cc(C)c(S(=O)(=O)N(CC(=O)O)CC(=O)O)c(C)c1
15. COC(=O)c1c(NC(=O)C(=O)NCCCN2CCOCC2)sc2c1CC(C)(C)OC2

entry no.	11	12	13	14	15
Akt phos inh	i	i	i	nt	i
Nrf2 activator	0.6%	-1.1%	-0.7%	-0.1%	-0.5%
Nrf2 block	?	-4%	-1%	1%	-9%
TGFb inhibitor	?	-1%	-3%	-2%	0%
Mm-Cpn inhibitor	2%	-3%	0%	-1%	-1%
CCT modulator	0.4	0.8	-0.6	-0.8	-0.5
Abeta yeast res	-42%[inhibitor]	1%	-5%	-3%	4%
HepG2 viability	10%	-13%	0%	2%	-6%
A549 viability	-3%	1%	-2%	-12%	-1%

16. CN(C)S(=O)(=O)NCCNC(=O)c1cc(OCC(F)(F)F)ccc1OCC(F)(F)F
17. NC(=O)CSc1nnc(-c2ccco2)n1-c1ccccc1
18. Cn1cc(-c2cc3n(n2)CCC(=O)N3CCCC(=O)Nc2ccccc2Cl)c2ccccc21
19. Cc1ccc(NC(=O)CN2CCc3ccccc3C2)cc1S(=O)(=O)N(C)C
20. O=C(CSc1nnc(CNC(=O)c2c(F)cccc2Cl)o1)c1ccccc1

entry no.	16	17	18	19	20
Akt phos inh	i	i	nt	i	i
Nrf2 activator	0.0%	-0.1%	1.2%	2.6%	-0.1%
Nrf2 block	2%	4%	nt	-24%	-14%
TGFb inhibitor	-12%	0%	?	-8%	0%
Mm-Cpn inhibitor	-1%	2%	nt	-3%	0%
CCT modulator	-1.6	-5.5	nt	-4.5	-2.5
Abeta yeast res	-8%	-13%	2%	-9%	-6%
HepG2 viability	9%	7%	-37%	-5%	-54%
A549 viability	3%	1%	?	1%	-6%

21. CC(C)(C)c1nnc(NC(=O)C2c3ccccc3Oc3ccccc32)s1
22. O=C(CS(=O)CC(=O)NC12CC3CC(CC(C3)C1)C2)Nc1ccc(F)cc1 (centres undefined)
23. O=C(CSc1nc2nn(-c3ccccc3)c(=O)c-2c2n1CCCCC2)Nc1ccc(F)cc1F
24. NC(=O)c1ccsc1NC(=O)c1nc(-c2ccccc2)n(-c2ccccc2)n1
25. COC(=O)c1ccc(C(=O)OC)c(NC(=O)CN2CCCCC2)c1

entry no.	21	22	23	24	25
Akt phos inh	i	i	i	i	i
Nrf2 activator	-0.3%	-0.2%	1.5%	3.3%	0.3%
Nrf2 block	-20%	8%	?	?	-12%
TGFb inhibitor	?	17%	-11%	-19%	1%
Mm-Cpn inhibitor	1%	-2%	1%	-21%	1%
CCT modulator	0.3	1.2	3.6	-9.7	1.9
Abeta yeast res	-94%[inhibitor]	11%	7%	16%	-10%
HepG2 viability	-14%	-12%	-17%	-18%	9%
A549 viability	-7%	14%	-15%	?	-2%

26. Cc1cc(Nc2ccc(C(=O)O)c(O)c2)n2ncnc2n1
27. COc1ccc(N2CCN(C(CNS(=O)(=O)c3c(C)cc(C)cc3C)c3ccco3)CC2)cc1 (centres undefined)
28. Cn1c(CCN2CCCCC2)nc2cc(NS(=O)(=O)c3ccccc3)ccc21
29. O=[N+]([O-])c1ccc(-[n+]2ccc3ccccc3c2)c([N+](=O)[O-])c1
30. c1ccc(-c2cn(C[C@H]3CC[C@@H]([C@@H]4CC[C@H](Cn5cc(-c6ccccc6)nn5)O4)O3)nn2)cc1

entry no.	26	27	28	29	30
Akt phos inh	nt	nt	i	i	i
Nrf2 activator	5.6%	0.5%	?	-2.9%	0.1%
Nrf2 block	-11%	nt	-9%	5%	8%
TGFb inhibitor	3%	-18%	?	5µM*	?
Mm-Cpn inhibitor	nt	nt	-1%	-11%	-1%
CCT modulator	nt	nt	-1.9	2.5	1.0
Abeta yeast res	-4%	27%	-1%	-24%	-18%
HepG2 viability	1%	-15%	4%	13µM*	1%
A549 viability	0%	15%	16%	?	-12%

31. CCOC(=O)c1c(C)[nH]c(C)c1S(=O)(=O)NCc1ccccc1OCC
32. COc1cc(OC)cc(-c2nnc(SCC(=O)N(Cc3ccccc3)C(C)(C)C)o2)c1
33. Cc1ccc(NC(=O)CCNC(=O)c2ccccc2)cc1F
34. O=C(CCn1c(=O)oc2ccccc21)NCCN1CCc2ccccc2C1
35. CN(Cc1nccs1)C(=O)C1CCC(=O)N(CCc2ccc(Cl)cc2)C1 (centres undefined)

entry no.	31	32	33	34	35
Akt phos inh	i	nt	i	i	i
Nrf2 activator	-0.7%	3.0%	2.9%	1.8%	0.2%
Nrf2 block	6%	?	19%	12%	10%
TGFb inhibitor	4%	-2%	-8%	6%	-11%
Mm-Cpn inhibitor	1%	-4%	1%	1%	1%
CCT modulator	0.6	-2.8	0.3	-1.0	1.2
Abeta yeast res	-6%	19%	-3%	8%	-3%
HepG2 viability	1%	-4%	-28%	-27%	8%
A549 viability	1%	-4%	2%	nt	8%

36. Cc1cc(C(=O)CSc2nnc(CCC(N)=O)n2C)c(C)n1C1CC1
37. NC(=O)CC(NC(=O)Cc1ccc(Br)cc1)c1ccc(N2CCN(c3ccccn3)CC2)c([N+](=O)[O-])c1 (centres undefined)
38. C/C(=N\NC(=O)c1ccc(N(C)C)cc1)c1ccc(C)c(C)c1
39. C[C@H](NC(=O)C1CCN(S(=O)(=O)c2ccccc2)CC1)C(=O)NCc1ccc(F)cc1
40. COc1ccc(CNC(=O)C(=O)NCc2cccnc2)cc1

entry no.	36	37	38	39	40
Akt phos inh	i	i	i	i	i
Nrf2 activator	-0.7%	-1.0%	-0.6%	-0.3%	1.8%
Nrf2 block	0%	?	0%	-3%	10%
TGFb inhibitor	26%	7.9µM*	4%	-1%	14%
Mm-Cpn inhibitor	-2%	0%	2%	1%	2%
CCT modulator	-3.2	-7.6	-0.3	2.3	-0.1
Abeta yeast res	-20%	4%	-7%	nt	-1%
HepG2 viability	-1%	-58%	-21%	-5%	9%
A549 viability	0%	-15%	-4%	4%	5%
